ELG1 DNA repair = blocks ELG1-dependent DNA repair in HEK293T cells | HEK293T ELG1-luciferase reporter, luminescence, 16 h; DNA damage induced by 5-fluorouridine | Potency, µM (titrated, usually from 46.1 µM), for inactives: at the top dose activity change, negative = inhibition, usual class: inhibitors | hit rate 2.3% among 330,000 | AID 504467; further: potency means the concentration at half of the fitted maximal effect; on the % scale 0 is the no-effect control and ±100 the full control effect; nearly all actives have a fitted effect of over 55% in size
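DMSO vehicle served as the neutral condition. Each well held 2,000 cells given 5-fluorouridine plus compound; after 16 hr at 37 °C/5% CO2, ONE-Glo was added and luciferase measured 30 min later.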
Eya2 phos inh = Eya2 (human) phosphatase inhibition | recombinant Eya2, OMFP fluorescence dephosphorylation (OMFP is methylfluorescein phosphate) | AID 488837 | hit rate 0.006% among 330,000 | O00167 | Potency, µM (doses to about 76.9 µM), inactives show at the top dose activity, negative = inhibition, actives largely listed as inhibitors; further: potency means the concentration at half of the fitted maximal effect; on the % scale 0 is the no-effect control and ±100 the full control effect
Target sequence (O00167 whole entry, looked up): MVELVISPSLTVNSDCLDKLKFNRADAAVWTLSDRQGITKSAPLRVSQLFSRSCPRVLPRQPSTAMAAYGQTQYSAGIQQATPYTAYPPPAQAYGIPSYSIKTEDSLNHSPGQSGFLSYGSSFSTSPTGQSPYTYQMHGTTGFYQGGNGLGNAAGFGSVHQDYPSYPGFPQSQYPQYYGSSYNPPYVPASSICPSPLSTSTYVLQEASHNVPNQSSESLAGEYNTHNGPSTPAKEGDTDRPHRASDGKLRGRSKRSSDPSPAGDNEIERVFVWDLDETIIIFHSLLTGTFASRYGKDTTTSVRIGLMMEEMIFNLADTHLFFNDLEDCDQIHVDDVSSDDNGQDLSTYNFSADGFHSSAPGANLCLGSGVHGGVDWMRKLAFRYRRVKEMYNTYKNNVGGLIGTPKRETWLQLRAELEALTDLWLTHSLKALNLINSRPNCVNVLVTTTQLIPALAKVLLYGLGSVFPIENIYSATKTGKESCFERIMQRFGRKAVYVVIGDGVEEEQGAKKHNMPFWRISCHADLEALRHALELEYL
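Eya2 (0.2 uM) preincubated 10 min at ambient with compound, then OMFP substrate added at 50 uM; 10 min reaction in 50 mM HEPES pH 7.5, 50 mM NaCl, 5 uM MgCl2, 0.05% BSA, 1 mM DTT. Fluorescence read at Ex 485/Em 525 nm.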
Mito fusion act = blocks mitochondrial division or promotes mitochondrial fusion; S. cerevisiae fusion-defective mutant growth rescue, CellTiterGlo 48 h; Potency, µM (highest dose often 46.1 µM), for inactives: at the top dose growth rescue (activation), usual class: activators; hit rate 0.23% among 320,000;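 further: potency means the concentration at half of the fitted maximal effect; % of control where 0% means no effect; nearly all actives have a fitted effect of over 45% in size; temperature-sensitive fusion mutants such as fzo1-1 at 37 °C on non-fermentable ethanol glycerol medium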
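Yeast fusion mutant, YPEG (non-fermentable carbon), compound, 48 h at 37C non-permissive; CellTiterGlo added, 10 min RT, luminescence read. Rescued growth = division inhibition.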
USP2a block = inhibitors of human ubiquitin-specific protease USP2a | USP2 core, Ub-CHOP2 coupled fluorogenic reporter, 485/531 | hit rate 0.01% among 330,000 | Potency, µM (top dose mostly 38.3 µM), inactives show at the top dose activity change, negative = inhibition, usual class: inhibitors | O75604 | AID 463254;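 further: potency means the concentration at half of the fitted maximal effect; plate controls were DMSO wells for no effect and full inhibition by NEM control for full effect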
Target sequence (O75604 whole entry, looked up): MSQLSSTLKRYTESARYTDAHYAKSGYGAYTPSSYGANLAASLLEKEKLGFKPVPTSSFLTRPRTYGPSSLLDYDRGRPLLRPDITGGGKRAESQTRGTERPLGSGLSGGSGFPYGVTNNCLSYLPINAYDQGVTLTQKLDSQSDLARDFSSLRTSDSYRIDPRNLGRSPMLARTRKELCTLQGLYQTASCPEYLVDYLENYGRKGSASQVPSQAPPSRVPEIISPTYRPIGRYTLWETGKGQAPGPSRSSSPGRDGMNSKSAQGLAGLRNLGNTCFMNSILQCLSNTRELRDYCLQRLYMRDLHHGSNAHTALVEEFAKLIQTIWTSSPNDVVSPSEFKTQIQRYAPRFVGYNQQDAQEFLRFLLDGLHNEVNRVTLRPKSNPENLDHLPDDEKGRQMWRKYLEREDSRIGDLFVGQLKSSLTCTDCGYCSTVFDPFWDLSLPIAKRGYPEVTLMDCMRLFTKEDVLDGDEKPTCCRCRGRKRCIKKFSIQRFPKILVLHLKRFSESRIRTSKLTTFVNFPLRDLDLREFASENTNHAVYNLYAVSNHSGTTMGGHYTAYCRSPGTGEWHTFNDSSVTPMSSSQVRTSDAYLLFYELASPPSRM
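USP2 core (10nM final) preincubated 30min RT with compound in 20mM Tris-HCl pH 8.0, 2mM CaCl2, 2mM beta-mercaptoethanol, 0.05% CHAPS; 25nM Ub-CHOP2 plus 25nM reporter substrate added, fluorescence (Ex485/Em531) read after 60min.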
TCR act = activates T cell receptor signaling; primary human leukocytes, anti-CD3, IL-2 HTRF, 48 h; Potency, µM (top dose mostly 9.22 µM), without a hit: at the top dose activation of IL-2 secretion, most hits filed as activators; 330,000 tested, under 10 active; AID 504894; further: % of control where 0% means no effect
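Readout: HTRF IL-2, Eu-cryptate/d2 antibody pair, 320nm excitation, 665nm emission. Stimulus: a-CD3 beads, no co-stimulation. Cells: primary human leukocytes. Exposure: 48 hr with compound.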
TSHR antagonist = human thyrotropin receptor antagonism; P16473; AID 504810; TSHR-expressing cells, TSH-stimulated cAMP HTRF, 2 h; stronger effect = lower value; activity change, negative = inhibition, % at 11.5 µM; hit rate 0.2% among 330,000;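 active means activity change below a set negative limit, meaning inhibition stronger than a set level, cut at about -70% in these data; inconclusive means activity change between two set negative limits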; further: on the % scale 0 is the no-effect control and ±100 the full control effect
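Read-out is FRET at 665 nm (cryptate excitation 337 nm) from a cryptate-tagged anti-cAMP antibody, competed by cell cAMP against cAMP-d2. Compounds are tested on freshly harvested TSHR cells challenged with 4nM TSH (EC80) for 2 hours at 37 deg C.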
A-T KAP1 phos = potential ataxia-telangiectasia treatment; […] A-T fibroblasts, KAP-1 phosphorylation AlphaLISA; neocarzinostatin DNA damage 30 min before lysis; Potency, µM (titrated, usually from 57.5 µM), inactives show top-dose activation, most hits filed as activators; hit rate 0.19% among 320,000; further: potency means the concentration at half of the fitted maximal effect; % of control where 0% means no effect; nearly all actives have a fitted effect of over 45% in size
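ATM-like activity read as KAP-1 phosphorylation via AlphaLISA donor/acceptor antibody pairs after lysis and 6 hr at 25C. Cells were ATM-null patient fibroblasts ([…], hTERT), dosed 60 min, then exposed to the DSB inducer NCS for 30 min.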
hERG WT inh = inhibitors of human wildtype KCNH2 potassium channel; hit rate 0.37% among 340,000; activity change, % at 1.84 µM; U2OS, BacMam KCNH2, thallium flux FluxOr; stronger effect = lower value;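 active means maximum activity change below -70%; inconclusive means maximum activity change between -70% and -50%; inactive means maximum activity change above -50%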; further: on the % scale 0 is the no-effect control and ±100 the full control effect
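U2OS cells were transduced with wild-type KCNH2 virus (2.03 x 10^8 / mL) for 4 h at room temperature, then cultured overnight at 37 C. Thallium flux was read with FluxOr dye. Rate constants were normalized to DMSO controls.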
KCNH2 3.1 inh = blocks the human KCNH2 3.1 channel isoform; U2OS KCNH2 3.1, thallium flux FluxOr; stronger effect = lower value; activity change, % (tested at about 1.8 µM); hit rate 0.95% among 340,000; AID 720553;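 active means maximum activity change below -70%; inconclusive means maximum activity change from -70% to -50%; inactive means maximum activity change above -50%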;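 further: thallium influx rate constant from kinetic fluorescence after stimulation buffer; on the % scale 0 is the no-effect control and ±100 the full control effect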
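Virally transduced U2OS (3.1 isoform, 4 h infection in dark at RT) → overnight 37 C → FluxOr + Red40 in HBSS/HEPES, 45 min → stimulation buffer, 2 min kinetic read → rate constant vs DMSO controls.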
TRPV1 ag = human TRPV1 agonism | Q8NER1 | TRPV1-expressing cells, Fluo-8 calcium influx, agonist mode | activation, % at 8.33 µM | hit rate 0.19% among 320,000 | AID 540275; in the data active means activation above about 80%; inconclusive means between about 30% and that limit; further: 0% is about no effect
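Fluo-8 calcium influx in TRPV1-expressing cells, kinetic read (ex 480/em 520 nm). Compound added and read 3 min for agonist activity, followed by capsaicin at EC20 final and 2 min further read for enhancement.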
Active calls of the source: *; ? = inconclusive; . = not tested or not shown; [ ] = dose if it differs, or a comment. Unless noted, the call rests on the fitted dose curve; in most records, active means well fitted curve in the direction sought with a large enough effect; inconclusive means small, poorly fitted or top-dose-only effect, or another doubt; inactive means no such curve, though single readings can be large; an effect the other way counts as inactive or inconclusive.

#1 COc1ccc(C(=O)CSc2nncn2C)cc1
#2 S=c1[nH]nc(-c2ccc3ccccc3n2)n1-c1ccc(Cl)cc1
#3 CCn1ncc(Br)c1C(=O)Nc1ccc(OC(F)(F)F)cc1
#4 CN1CCc2c(sc3c2c(=O)n(-c2ccccc2)c2nnc(SCc4ccccc4)n32)C1
#5 COCCNC(=O)Cn1cc(/C=C(\C#N)C(=O)NC2CC2)c2ccccc21
#6 COCCn1c(Cc2ccccc2)nnc1SCC(=O)NC1CCCCC1
#7 COc1cccc(N(CC(=O)Nc2ccccc2C(=O)N2CCCC2)S(C)(=O)=O)c1
#8 O=C(C1CCCN(S(=O)(=O)c2ccccc2)C1)N1CCN(c2ncccn2)CC1 (stereo not drawn)
entry no. | 1 | 2 | 3 | 4 | 5 | 6 | 7 | 8
ELG1 DNA repair | 17% | 13% | 0% | -9% | -3% | 1% | 13% | ?
Eya2 phos inh | -1% | 7% | -1% | -34% | -9% | -8% | 2% | 4%
Mito fusion act | -4% | 18% | -3% | 9% | -4% | 1% | -6% | 8%
USP2a block | -1% | 2% | 1% | -2% | 5% | 0% | -1% | 0%
TCR act | -1% | 4%[46.1 µM] | -3% | 4% | 2% | -2% | -7% | 6%[46.1 µM]
TSHR antagonist | 7 | -1 | 3 | 7 | -9 | -14 | 8 | 18
A-T KAP1 phos | 0% | -1% | 9% | 1% | -1% | -8% | -3% | 7%
hERG WT inh | -5 | -2 | -8 | -14 | -2 | 1 | 1 | 6
KCNH2 3.1 inh | 13 | -3 | 5 | 0 | 10 | 4 | -10 | -4
TRPV1 ag | 1 | 2 | 3 | -1 | 2 | 2 | 0 | 2

Of the compounds above, 3 have an aryl thioether with sulfur outside any ring.
#1 COc1ccc(C(=O)CSc2nncn2C)cc1
#4 CN1CCc2c(sc3c2c(=O)n(-c2ccccc2)c2nnc(SCc4ccccc4)n32)C1
#6 COCCn1c(Cc2ccccc2)nnc1SCC(=O)NC1CCCCC1
entry no. | 1 | 4 | 6
ELG1 DNA repair | 17% | -9% | 1%
Eya2 phos inh | -1% | -34% | -8%
Mito fusion act | -4% | 9% | 1%
USP2a block | -1% | -2% | 0%
TCR act | -1% | 4% | -2%
TSHR antagonist | 7 | 7 | -14
A-T KAP1 phos | 0% | 1% | -8%
hERG WT inh | -5 | -14 | 1
KCNH2 3.1 inh | 13 | 0 | 4
TRPV1 ag | 1 | -1 | 2

Next part:
#9 CC(=O)Nc1ccc(C(=O)n2cnc3cc(C)c(C)cc32)cc1
#10 COc1ccc(Nc2n[nH]c(C)c2[N+](=O)[O-])cc1
#11 Cc1cc(=O)[nH]c(N=N/C(=N/Nc2ccccc2C)c2ccccc2)n1
#12 CCOC(=O)N1CCN(S(=O)(=O)CCNC(=O)c2ccc(F)cc2)CC1
#13 CCN(CC)S(=O)(=O)c1ccc2oc(Nc3ccc(OC)cc3)nc2c1
#14 CCn1c(=S)[nH]c2sc3c(c2c1=O)CCCCC3
#15 FC(F)(F)c1nnc(-c2ccccc2)nc1N1CCCC1
#16 CCOC(=O)C1CCN(C(=O)Nc2cccc(Cl)c2)CC1
entry no. | 9 | 10 | 11 | 12 | 13 | 14 | 15 | 16
ELG1 DNA repair | 0% | ? | ? | -2% | 16% | ? | 9% | 7%
Eya2 phos inh | -3% | 5% | -12% | 8% | 3% | 0% | -24% | -1%
Mito fusion act | 0% | 3% | -2% | 7% | -18% | 1% | 0% | 0%
USP2a block | 5% | -1% | 1% | 2% | 3% | 0% | 3% | 3%
TCR act | -1% | 8% | -5% | 0% | 6% | 6% | . | 1%[46.1 µM]
TSHR antagonist | 11 | -5 | 7 | 22 | -2 | 15 | 0 | 0
A-T KAP1 phos | . | -3% | 1% | 23% | 5% | -3% | 2% | .
hERG WT inh | 1 | -15 | -3 | 5 | 5 | -26 | 4 | 11
KCNH2 3.1 inh | 8 | 29 | -3 | -23 | -8 | -23 | 14 | 14
TRPV1 ag | 0 | -10 | 4 | -1 | 2 | -4 | 27 | 28

#17 CCN(Cc1ccccc1)Cc1ccc(OCc2ccccc2)c(OC)c1
#18 O=C1C2N=NN(CC(=O)N3N=C(c4ccccc4)CC3c3ccc([N+](=O)[O-])cc3)C2C(=O)N1c1ccccc1 (stereo not drawn)
#19 CC1(C)CC(=O)C(=CN2CCOCC2)C(=O)C1
#20 CC1CCN(CCc2nc3cc(NC(=O)C(C)C)ccc3n2C)CC1
#21 CN(C)Cc1nc2ccccc2c(=O)n1CC(=O)Nc1cccc(S(=O)(=O)N2CCOCC2)c1
#22 CC(C)(C)OC(=O)CNC(=O)c1[nH]cnc1C(=O)NC1CCNCC1
#23 COc1ccc(NC(=O)Nc2cccc3c2O[C@H](CN(C)C(=O)Nc2ccc(C(F)(F)F)cc2)[C@@H](C)CN([C@H](C)CO)C3=O)cc1
#24 COc1ccc(S(=O)(=O)N2CCCN(S(=O)(=O)c3ccc(OC)cc3C)CC2)c(C)c1
entry no. | 17 | 18 | 19 | 20 | 21 | 22 | 23 | 24
ELG1 DNA repair | 5% | -9% | -1% | -2% | 1% | 5% | ? | -27%
Eya2 phos inh | ? | 6% | -5% | 4% | 0% | 5% | 8% | -6%
Mito fusion act | 2% | -1% | 16% | 11% | -4% | . | . | -7%
USP2a block | -3% | -1% | 4% | 2% | 0% | 3% | -10% | 2%
TCR act | -3% | . | 2% | 7% | 2% | 7% | -3% | 3%
TSHR antagonist | -17 | -9 | 5 | -1 | 10 | -5 | -7 | -6
A-T KAP1 phos | 5% | 5% | 1% | 4% | -3% | -4% | 3% | -3%
hERG WT inh | -44 | . | -3 | 25 | 6 | -6 | 6 | -5
KCNH2 3.1 inh | 14 | . | 1 | 1 | 4 | 1 | -12 | 9
TRPV1 ag | 7 | 3 | 8 | 0 | 0 | . | . | -4

#25 Fc1ccc(CN2CCN(c3ncccn3)CC2)cc1
#26 CCN(C(=O)COC(=O)CNC(=O)C1CCCCC1)c1ccccc1
#27 CCOC(=O)c1cc(NC(=O)c2cccs2)ccc1N1CCOCC1
#28 C#CCN1C(=O)C(O)(CC(=O)c2cccc(OC)c2)c2ccccc21 (stereo not drawn)
#29 Cc1ccc(-n2cccc2/C=C2/C(=N)N3C(=NC2=O)SN=C3S(C)(=O)=O)cc1Cl
#30 CC(C)C(NC(=O)c1ccc2c(c1)OCO2)C(=O)N/N=C/c1cccs1 (stereo not drawn)
#31 CC(NC(=O)C1CCCC1)C1CC2CCC1C2 (stereo not drawn)
#32 O=C(Cc1ccc(Cl)cc1Cl)Nc1ccncc1
entry no. | 25 | 26 | 27 | 28 | 29 | 30 | 31 | 32
ELG1 DNA repair | -19% | 9% | ? | -5% | ? | 2% | 4.1µM* | -2%
Eya2 phos inh | 4% | -6% | 0% | -27% | -8% | 9% | -21% | 2%
Mito fusion act | -1% | 3% | 5% | 0% | -11% | -6% | 0% | -10%
USP2a block | 7% | 0% | -5% | 0% | -5% | 0% | -13% | 4%
TCR act | 0% | -2% | 8% | 2% | -1%[46.1 µM] | 1%[46.1 µM] | -3%[46.1 µM] | 3%
TSHR antagonist | -7 | 10 | 0 | 13 | ? | 1 | -29 | -38
A-T KAP1 phos | . | 0% | -1% | -5% | 3% | -4% | . | 5%
hERG WT inh | 6 | 1 | 5 | -26 | -14 | -3 | 3 | -9
KCNH2 3.1 inh | -1 | -5 | -9 | -1 | -11 | 7 | 0 | -4
TRPV1 ag | 4 | 0 | ? | 17 | 5 | 6 | -13 | 3

#33 O=C(Nc1ccc(F)cc1F)c1noc2c1CCC2
#34 CCCOC(=O)Nc1c(C)cccc1C(C)C
#35 Oc1c(Br)cccc1/C=N/c1ncn[nH]1
#36 CCCCN(C)CCCNC(=O)C1(O)c2ccccc2NC(=O)N1c1ccc(Cl)cc1 (stereo not drawn)
#37 CC(=O)NCCOc1c(C)cc(S(N)(=O)=O)cc1C
#38 CCOc1ccccc1N(CC(=O)O)S(=O)(=O)c1ccccc1
#39 CCc1c(C)nc2ncnn2c1N1CCCC(C(=O)Nc2ccc(NC(C)=O)cc2)C1 (stereo not drawn)
entry no. | 33 | 34 | 35 | 36 | 37 | 38 | 39
ELG1 DNA repair | ? | 0% | -9% | -9% | 1% | 1% | 2%
Eya2 phos inh | 8% | -12% | -2% | 10% | 14% | 9% | -10%
Mito fusion act | 9% | -4% | -26% | -1% | 0% | 1% | -2%
USP2a block | -6% | 1% | 3% | 7% | 0% | 3% | 2%
TCR act | 8% | 7% | -3% | -3% | 10% | -2% | -19%
TSHR antagonist | 1 | -29 | -3 | -2 | 5 | 17 | 5
A-T KAP1 phos | 6% | 6% | 4% | -11% | 0% | -3% | -1%
hERG WT inh | -12 | 1 | 10 | -3 | 6 | -7 | 4
KCNH2 3.1 inh | 3 | -8 | -10 | 0 | -2 | 1 | -15
TRPV1 ag | 8 | 21 | 1 | -2 | 3 | -3 | -5

Screens (PubChem BioAssay)

Some of the compounds tested. The share of hits here may be higher or lower than overall.
